D1 allo mod: D1 dopamine receptor (human) allosteric modulation; HEK293 D1, CRE-luciferase, dopamine EC30 potentiation; actives deviate in either direction; 58,000 compounds, 5.9% hits; P21728; B-score at 10 µM; AID 641;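 active means luminescence count or its row- and column-corrected plate score outside the 99.7% band of the plate's sample wells, on either side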
HEK293 NFkB inh: lowers PMA/ionomycin-induced NF-kB signal in HEK293 cells; HEK-293 NF-kB luciferase reporter, luminescence; inhibition, % at 3 µM; 62,000 compounds, 0.21% hits; AID 465;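 active means inhibition above the mean of all tested compounds plus 3 SD, cut at about 40% in these data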;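 further: 0% = stimulated DMSO wells and 100% = 10 µM reference inhibitor 5653914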
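Reagent: PMA plus ionomycin mix as NF-kB-activating stimulus. Assay system: NF-kB luciferase reporter HEK-293 cells. Technique: luminescence from luciferase substrate reagent. Incubation: 1 h compound pre-incubation, 16 h PMA/ionomycin at 37 °C. Benchmarks: DMSO only as uninhibited control, 10 µM reference inhibitor as full inhibition. Repeats: tested once.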
S1P1 ag pot: S1P1 (human) agonism or agonism potentiation; activation, % at 9.5 µM; S1P1 CRE-bla cells, forskolin, beta-lactamase FRET, potentiator mode; S1P1 agonist co-added at EC20, 2 nM; 100% = saturating reference agonist, 0% = basal; 56,000 compounds, 0.57% hits;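 active means activation above a cutoff set at the mean activation of all tested compounds plus 3 SD, cut at about 54% in these data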;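 further: forskolin at 4 µM as EC80 and the EC20 agonist is SEW2871; 100% = SEW2871 at its EC100 plus forskolin at EC80; some compounds past the cut are filed as inactive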
E coli RNAP: Escherichia coli RNA polymerase inhibition; inhibition, %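 (tested at 10 µM)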; E. coli RNA polymerase, fluorescence transcription assay; 62,000 compounds, 0.2% hits; AID 559; P0A8V2; in the data active means inhibition above about 20%;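 further: 0% = enzyme without compound and 100% = no enzyme blank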
Target sequence (P0A8V2 whole entry, looked up): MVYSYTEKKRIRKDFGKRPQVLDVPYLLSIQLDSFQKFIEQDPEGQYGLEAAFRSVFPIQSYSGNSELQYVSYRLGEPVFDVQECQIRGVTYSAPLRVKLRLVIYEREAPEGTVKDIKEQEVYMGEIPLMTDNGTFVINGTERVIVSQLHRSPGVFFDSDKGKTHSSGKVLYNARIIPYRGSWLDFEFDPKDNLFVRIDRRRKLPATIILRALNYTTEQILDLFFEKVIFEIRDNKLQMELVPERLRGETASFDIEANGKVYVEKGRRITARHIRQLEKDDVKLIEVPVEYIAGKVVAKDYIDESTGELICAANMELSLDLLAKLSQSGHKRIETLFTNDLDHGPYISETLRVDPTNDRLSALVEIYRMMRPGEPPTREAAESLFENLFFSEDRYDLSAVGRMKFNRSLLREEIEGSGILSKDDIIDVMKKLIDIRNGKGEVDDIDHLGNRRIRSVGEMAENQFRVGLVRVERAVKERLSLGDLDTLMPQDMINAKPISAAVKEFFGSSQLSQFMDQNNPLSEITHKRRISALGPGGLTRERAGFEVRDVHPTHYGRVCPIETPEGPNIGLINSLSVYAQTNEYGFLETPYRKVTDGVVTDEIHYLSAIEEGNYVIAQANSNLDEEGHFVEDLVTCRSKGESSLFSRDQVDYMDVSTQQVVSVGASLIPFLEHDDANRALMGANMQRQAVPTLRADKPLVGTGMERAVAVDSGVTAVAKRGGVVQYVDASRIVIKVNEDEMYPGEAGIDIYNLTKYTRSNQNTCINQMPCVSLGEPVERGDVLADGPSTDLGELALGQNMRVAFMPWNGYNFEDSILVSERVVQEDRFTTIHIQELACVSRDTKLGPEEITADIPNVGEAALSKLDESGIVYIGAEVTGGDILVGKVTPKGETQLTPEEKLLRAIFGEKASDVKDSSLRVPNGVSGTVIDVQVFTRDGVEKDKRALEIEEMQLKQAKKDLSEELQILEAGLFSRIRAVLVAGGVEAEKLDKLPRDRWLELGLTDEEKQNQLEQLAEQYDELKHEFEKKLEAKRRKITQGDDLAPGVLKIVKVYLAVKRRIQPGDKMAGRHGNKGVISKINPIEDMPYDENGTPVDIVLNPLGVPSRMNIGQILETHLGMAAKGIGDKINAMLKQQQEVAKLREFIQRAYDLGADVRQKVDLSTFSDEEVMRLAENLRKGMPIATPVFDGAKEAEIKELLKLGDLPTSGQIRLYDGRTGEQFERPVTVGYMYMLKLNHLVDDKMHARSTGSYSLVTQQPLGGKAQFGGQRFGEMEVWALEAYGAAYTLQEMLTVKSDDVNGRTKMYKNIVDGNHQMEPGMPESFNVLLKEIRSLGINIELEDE
S1P3 agonist: S1P3 (human) receptor agonism; Q99500; S1P3 NFAT-BLA reporter cells, FRET ratio; relative to 1 µM S1P, basal subtracted; activation, % at 4.5 µM; 60,000 compounds, 0.1% hits;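 active means activation above the screen-wide mean plus 3 SD, cut at about 4.5% in these data, passing the limit was not always enough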; further: some compounds called inactive have numbers as strong as hits
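material = human S1P3 NFAT-BLA reporter CHO cells | schedule = 4 h compound at 37 °C, 2 h substrate at RT | measured by = fluorescent BLA substrate, ex 405 nm, em 460/535 nm ratio | controls = 1 µM S1P reference | replication = primary once, confirmation triplicate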
Jurkat tox 60K: reduces viability or proliferation of Jurkat cells. Jurkat E6.1 viability, ATP luminescence, 48 h. inhibition, % at 4 µM. 56,000 compounds, 1.2% hits;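 active means inhibition above the mean inhibition of all tested compounds plus 3 SD, cut at about 28% in these data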
TNAP act mid DEA: activates human TNAP at intermediate phosphate acceptor concentration. P05186. purified TNAP, CDP-star luminescence, 100 mM DEA, 30 min; hits give high values; scale: 0 levamisole-inhibited, 1 vehicle-only enzyme. activation factor at 20 µM. 64,000 tested, under 10 active;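 active means activation factor of at least 2 at 20 µM, relative to controls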
M1 antag: antagonists of rat M1 muscarinic receptor. P08482. CHO-M1 cells, Fluo-4 calcium, ACh EC80 antagonist mode; hits give low values. B-score at 10 µM. 64,000 compounds, 3.4% hits;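 active means calcium fluorescence response, raw or row-and-column corrected B-score, differing from the plate sample mean either way at a set confidence level, mostly lower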
M1 agonist: M1 muscarinic receptor agonism; AID 626; CHO-M1 cells, Fluo-4 calcium fluorescence, agonist mode; hits give high values; B-score at 10 µM; 64,000 compounds, 3% hits;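 active means fluorescence rise, raw or as B-score row- and column-corrected plate score, outside the 99.7% band of its plate's samples, either direction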
* = called active by the depositor.

COC(=O)C1=C(C)NC2=C(C(=O)CCC2)C1c1ccsc1 (configuration not stated) was read as D1 allo mod -1.9, HEK293 NFkB inh 6, S1P1 ag pot -24, E coli RNAP 3, S1P3 agonist -1.6, Jurkat tox 60K 3, TNAP act mid DEA 0.9, M1 antag -0.41 and M1 agonist -0.3.
For COc1cccc(C2NC(=O)NC(C)=C2C(=O)Nc2ccc(C)cc2)c1OC (configuration not stated) the results were HEK293 NFkB inh 1, S1P1 ag pot 5, E coli RNAP 0, S1P3 agonist -0.8, Jurkat tox 60K 4, TNAP act mid DEA 1.1, M1 antag -0.086 and M1 agonist 0.1.
For Cc1c(Cl)cccc1NC(=O)CN1CCN(CCO)CC1 the results were D1 allo mod 0.0094, HEK293 NFkB inh 12, S1P1 ag pot 3, E coli RNAP 10, S1P3 agonist 1.1, Jurkat tox 60K -9, TNAP act mid DEA 0.9, M1 antag 1.1 and M1 agonist 0.85.
For C#CC(C)(C)NC(=O)c1ccccc1OC the results were D1 allo mod 0.086, HEK293 NFkB inh 17, S1P1 ag pot 1, E coli RNAP 3, S1P3 agonist -0.3, Jurkat tox 60K -1, TNAP act mid DEA 0.9, M1 antag 0.17 and M1 agonist -0.38.
For COc1ccc(C(C)=O)c(Oc2nc(CN3CCOCC3)nc3scc(-c4cccs4)c23)c1 the results were D1 allo mod 0.72, HEK293 NFkB inh 15, S1P1 ag pot -25, E coli RNAP 3, S1P3 agonist 0.5, Jurkat tox 60K 8, TNAP act mid DEA 1, M1 antag -1.3 and M1 agonist 45*.
CCSc1nc2c(c(=O)[nH]1)C(c1cccnc1)C(C(=O)OC(C)C)=C(C)N2 (configuration not stated) was read as D1 allo mod 0.84, HEK293 NFkB inh 12, E coli RNAP 2, TNAP act mid DEA 0.8, M1 antag -0.094 and M1 agonist 0.55.
`COC(=O)c1ccc(C2C(C(=O)Nc3ccc(C)cc3C)=C(C)Nc3ncnn32)cc1` (configuration not stated) gave D1 allo mod -1.1, HEK293 NFkB inh 13, S1P1 ag pot 12, E coli RNAP 2, S1P3 agonist -0.7, Jurkat tox 60K 7, TNAP act mid DEA 0.9, M1 antag 0.28 and M1 agonist -0.073.
Screening O=C(CNC(=O)c1ccco1)OCC(=O)c1ccc2c(c1)CCCC2 returned D1 allo mod 1, HEK293 NFkB inh 33, S1P1 ag pot -44, E coli RNAP 11, S1P3 agonist -0.4, Jurkat tox 60K -7, TNAP act mid DEA 0.9, M1 antag 0.72 and M1 agonist -0.93.
For O=C(C1CCCN(Cc2ccccc2Br)C1)N1CCCCC1 (configuration not stated) the results were D1 allo mod 0.027, HEK293 NFkB inh 14, S1P1 ag pot 9, E coli RNAP -5, S1P3 agonist -1.0, Jurkat tox 60K 8, TNAP act mid DEA 0.8, M1 antag -2.3* and M1 agonist 0.055.
Screening O=C(c1cc(-c2ccc(Cl)cc2)on1)N1CCOCC1 returned D1 allo mod -3.4, HEK293 NFkB inh -44, S1P1 ag pot -8, E coli RNAP 5, S1P3 agonist -0.1, Jurkat tox 60K 3, TNAP act mid DEA 1, M1 antag -0.42 and M1 agonist -0.28.
`Cc1ccc(F)cc1NC(=O)c1ccc2c(c1)OCO2` gave D1 allo mod -0.19, HEK293 NFkB inh -6, E coli RNAP 13, S1P3 agonist -1.4, Jurkat tox 60K 4, TNAP act mid DEA 0.8, M1 antag -0.25 and M1 agonist 0.37.
Screening O=C1C(Cl)=C(N2CCOCC2)C(=O)N1CCc1ccccc1 returned D1 allo mod -0.72, HEK293 NFkB inh -12, S1P1 ag pot 22, E coli RNAP 7, S1P3 agonist -1.1, Jurkat tox 60K 2, TNAP act mid DEA 0.8, M1 antag -0.35 and M1 agonist -0.67.

Brought forward from above: two compounds; new compounds follow.
`Cc1ccc(F)cc1NC(=O)c1ccc2c(c1)OCO2` gave D1 allo mod -0.19, HEK293 NFkB inh -6, E coli RNAP 13, S1P3 agonist -1.4, Jurkat tox 60K 4, TNAP act mid DEA 0.8, M1 antag -0.25 and M1 agonist 0.37.
Screening O=C1C(Cl)=C(N2CCOCC2)C(=O)N1CCc1ccccc1 returned D1 allo mod -0.72, HEK293 NFkB inh -12, S1P1 ag pot 22, E coli RNAP 7, S1P3 agonist -1.1, Jurkat tox 60K 2, TNAP act mid DEA 0.8, M1 antag -0.35 and M1 agonist -0.67.
O=C(CSc1nc2ccccc2[nH]1)N1CCN(c2ccc(F)cc2)CC1 was read as D1 allo mod -0.1, HEK293 NFkB inh 16, S1P1 ag pot -2, S1P3 agonist -1.4, Jurkat tox 60K 5, TNAP act mid DEA 1, M1 antag 0.27 and M1 agonist 0.4.
CCOc1ccccc1NS(=O)(=O)c1c(C)noc1C was read as D1 allo mod -1.1, HEK293 NFkB inh 1, S1P1 ag pot -15, E coli RNAP 8, S1P3 agonist -1.1, Jurkat tox 60K 1, TNAP act mid DEA 0.9, M1 antag 0.17 and M1 agonist -0.045.
COC(=O)C(C)n1cnc2c(cnn2-c2ccc(Cl)cc2)c1=O (configuration not stated) was read as HEK293 NFkB inh -9, S1P1 ag pot -11, E coli RNAP 8, S1P3 agonist 0.7, Jurkat tox 60K 3, TNAP act mid DEA 0.9, M1 antag -0.17 and M1 agonist 4.6*.
`COC(=O)c1ccc(C2C(C(=O)Nc3ccccc3C)=C(C)Nc3ncnn32)cc1` (configuration not stated) gave D1 allo mod 0.33, HEK293 NFkB inh 17, S1P1 ag pot 11, E coli RNAP 8, S1P3 agonist -0.8, Jurkat tox 60K -2, TNAP act mid DEA 0.9, M1 antag -0.098 and M1 agonist 0.07.
`COc1ccc(N2CCN(CCCNC(=O)CC3Oc4ccc(C)cc4NC3=O)CC2)cc1` (configuration not stated) gave D1 allo mod -0.93, HEK293 NFkB inh 3, S1P1 ag pot -13, E coli RNAP 1, S1P3 agonist -1.1, Jurkat tox 60K -6, TNAP act mid DEA 0.9, M1 antag -0.24 and M1 agonist -0.044.
CCCNC(=O)c1c(N)n(-c2ccc3c(c2)OCO3)c2nc3ccccc3nc12 was read as D1 allo mod 0.4, HEK293 NFkB inh 4, S1P1 ag pot 8, E coli RNAP 2, S1P3 agonist -0.4, Jurkat tox 60K -1, TNAP act mid DEA 0.8, M1 antag 0.13 and M1 agonist 0.36.
Screening CCOc1ccccc1C1CC(c2ccc(F)cc2)Nc2nc(N)nn21 (configuration not stated) returned D1 allo mod 0.26, HEK293 NFkB inh 6, S1P1 ag pot -10, E coli RNAP 2, S1P3 agonist -0.8, Jurkat tox 60K 2, TNAP act mid DEA 1, M1 antag -0.17 and M1 agonist -1.5.
For NC(=O)SCC(=O)Nc1ccc(Cl)cc1 the results were D1 allo mod 0.92, HEK293 NFkB inh 4, S1P1 ag pot 19, E coli RNAP 2, S1P3 agonist -1.1, Jurkat tox 60K 4, TNAP act mid DEA 0.8, M1 antag -0.59 and M1 agonist -0.49.
CCOc1ccc(CCN2C(=O)C3C4C=CC(C4)C3C2=O)cc1OCC (configuration not stated) was read as D1 allo mod -1.4, HEK293 NFkB inh 14, S1P1 ag pot 12, E coli RNAP 3, S1P3 agonist -1.3, Jurkat tox 60K 5, TNAP act mid DEA 0.9, M1 antag -0.4 and M1 agonist 0.52.
`COCCCN1C(=O)c2[nH]nc(-c3cc(C)cc(C)c3O)c2C1c1ccc(O)c(OC)c1` (configuration not stated) gave D1 allo mod 2, HEK293 NFkB inh -5, S1P1 ag pot -75, E coli RNAP -4, S1P3 agonist -0.6, Jurkat tox 60K 3, TNAP act mid DEA 1, M1 antag -0.18 and M1 agonist 1.6.
O=C(Cc1cc(=O)[nH]c(=O)[nH]1)NCC1CCCO1 (configuration not stated) was read as D1 allo mod -0.043, HEK293 NFkB inh 17, S1P1 ag pot -14, E coli RNAP 1, S1P3 agonist -0.4, Jurkat tox 60K 4, TNAP act mid DEA 1, M1 antag -0.2 and M1 agonist -0.34.
For CCOC(=O)N1CCN(S(=O)(=O)c2ccc3[nH]cc(C(=O)O)c(=O)c3c2)CC1 the results were D1 allo mod -0.32, HEK293 NFkB inh 23, S1P1 ag pot 4, E coli RNAP -1, S1P3 agonist 0.1, Jurkat tox 60K -4, TNAP act mid DEA 1, M1 antag -0.15 and M1 agonist -0.0028.
`Cc1ccccc1-n1c(SCc2ccccn2)nc2n[nH]c(C)c2c1=N` gave D1 allo mod 2.3, HEK293 NFkB inh 18, S1P1 ag pot -22, S1P3 agonist -0.3, Jurkat tox 60K 13, M1 antag -0.9 and M1 agonist -0.44.
`CS(=O)(=O)c1ccc2nc(NC(=O)Oc3ccccc3)sc2c1` gave D1 allo mod -0.78, HEK293 NFkB inh 20, S1P1 ag pot -18, E coli RNAP 5, S1P3 agonist -0.6, Jurkat tox 60K -1, TNAP act mid DEA 0.9, M1 antag 0.91 and M1 agonist -0.22.
For CCn1c(=O)cc(SCC(=O)NCc2ccc3c(c2)OCO3)c2ccccc21 the results were D1 allo mod -0.9, HEK293 NFkB inh 13, E coli RNAP 9, TNAP act mid DEA 0.9, M1 antag -0.55 and M1 agonist -0.57.
`OC1CN=C2Sc3ccccc3N2C1` (configuration not stated) gave S1P1 ag pot 17, E coli RNAP 6, S1P3 agonist 0.9, TNAP act mid DEA 0.9, M1 antag -0.00078 and M1 agonist -0.14.
O=C(CCN1CCC(c2ccccc2)C1)c1cccs1 (configuration not stated) was read as D1 allo mod -4.7*, HEK293 NFkB inh 3, S1P1 ag pot 2, E coli RNAP 12, S1P3 agonist -1.1, Jurkat tox 60K -2, TNAP act mid DEA 0.9, M1 antag -5.1* and M1 agonist 0.01.
Cc1cc2c(N=O)c(NO)ccc2[nH]1 was read as D1 allo mod -0.73, HEK293 NFkB inh 9, S1P1 ag pot 16, E coli RNAP 7, S1P3 agonist -1.3, Jurkat tox 60K 75*, TNAP act mid DEA 0.8, M1 antag 0.93 and M1 agonist 0.54.
`COc1cc(NS(=O)(=O)N2CCCC2)cc(OC)c1OC` gave D1 allo mod 0.027, HEK293 NFkB inh -5, S1P1 ag pot -6, E coli RNAP 5, S1P3 agonist -0.2, Jurkat tox 60K 8, TNAP act mid DEA 1, M1 antag 0.015 and M1 agonist 0.084.
Screening CCOC(=O)c1c(Nc2nc(C)c(C(=O)NC)s2)sc(C)c1C returned D1 allo mod 3.8, HEK293 NFkB inh -3, S1P1 ag pot -2, E coli RNAP 2, S1P3 agonist -0.2, Jurkat tox 60K -4, TNAP act mid DEA 1, M1 antag -0.48 and M1 agonist -0.018.
COC(=O)c1sccc1NC(=O)c1ccc(Br)o1 was read as D1 allo mod 3.9, HEK293 NFkB inh 7, S1P1 ag pot -30, E coli RNAP 7, S1P3 agonist -0.9, Jurkat tox 60K -2, TNAP act mid DEA 0.9, M1 antag 0.51 and M1 agonist 0.004.
For CCCC(=O)Nc1nc2ccc(NC(=O)c3ccc(Br)o3)cc2s1 the results were D1 allo mod -0.067, HEK293 NFkB inh -14, E coli RNAP 7, S1P3 agonist -0.6, Jurkat tox 60K -6, TNAP act mid DEA 0.9, M1 antag -0.088 and M1 agonist 0.065.
For N#Cc1c(C(F)(F)F)cc(C2CC2)[nH]c1=O the results were D1 allo mod 0.32, HEK293 NFkB inh 4, S1P1 ag pot -2, E coli RNAP -16, S1P3 agonist -1.3, Jurkat tox 60K -2, TNAP act mid DEA 1, M1 antag 0.33 and M1 agonist -0.42.
